BLM helicase inh: qHTS Assay for Inhibitors of Bloom's syndrome helicase (BLM); RecQ-like DNA helicase BLM (Homo sapiens), P54132; recombinant BLM DNA unwinding, fluorescence dequenching; Potency, µM (top dose mostly 56.1 µM), inactives show at the top dose activity change, negative = inhibition, hits mostly inhibitors; 0.2% of 350,000 active; AID 2528, 2010;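 also: potency is read from the fitted curve at half-maximal effect; plate controls were vehicle for no effect and no enzyme for full effect; nearly all actives have a fitted effect of over 35% in size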
RXFP1 antag: qHTS Assay for Antagonists of the Relaxin Receptor RXFP1 | 0.59% of 350,000 active | activity change, negative = inhibition, % at 57.5 µM | HEK293-RXFP1, relaxin-stimulated cAMP HTRF, 30 min; stronger effect = lower value | AID 1259400, 2018 | Relaxin receptor 1 (Homo sapiens), Q9HBX9;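 active = activity change of -60% or lower, but not beyond a set lower limit; inconclusive = change between -60% and -40%, or beyond the set limit; inactive = change above -40%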; also: % is scaled to controls: 0 for no effect and ±100 for the full control effect
Pol iota inh: qHTS for Inhibitors of Polymerase Iota; Pol iota fluorescent replication assay, 10 min; DNA polymerase iota (Homo sapiens), Q9UNA4; 1% of 390,000 active; Potency, µM (series often up to 115 µM), for inactives: top-dose activity, negative = inhibition, hits mostly inhibitors; also: potency is read from the fitted curve at half-maximal effect
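Fluorescent replication assay read twice, at 0 min and 10 min after adding 50 nM (final) substrate. Enzyme (10 nM) and compounds were first incubated 15 min at room temperature; enzyme-free buffer wells were negative controls.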
APE1 inh: qHTS Assay for Inhibitors of the Human Apurinic/apyrimidinic Endonuclease 1 (APE1) | DNA repair nuclease/redox regulator APEX1 (Homo sapiens), P27695 | recombinant APE1, TAMRA/BHQ-2 abasic DNA cleavage fluorescence | Potency, µM (doses to about 65.8 µM), for the others: at the top dose activity change, negative = inhibition, hits mostly inhibitors | 0.35% of 350,000 active;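 also: potency is read from the fitted curve at half-maximal effect; plate controls were vehicle for no effect and reference inhibitor for full effect; nearly all actives have a fitted effect of over 55% in size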
Target sequence (P27695 whole entry, looked up): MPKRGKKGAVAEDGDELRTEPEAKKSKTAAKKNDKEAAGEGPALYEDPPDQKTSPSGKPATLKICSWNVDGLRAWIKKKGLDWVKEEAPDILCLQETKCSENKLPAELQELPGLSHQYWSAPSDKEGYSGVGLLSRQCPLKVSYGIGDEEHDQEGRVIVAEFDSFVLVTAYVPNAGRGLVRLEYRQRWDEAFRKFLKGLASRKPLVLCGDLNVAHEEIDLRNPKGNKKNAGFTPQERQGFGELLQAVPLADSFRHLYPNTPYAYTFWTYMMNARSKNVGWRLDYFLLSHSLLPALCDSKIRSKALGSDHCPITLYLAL
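Step 1: APE1 (0.75 nM) with compound, 15 min RT. Step 2: add 50 nM fluorophore/quencher THF duplex. Step 3: three fluorescence reads 60 s apart (525/598 nm); read 3 minus read 1 = reaction progress.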
Anesthetic bind: qHTS Assay for Identification of Novel General Anesthetics. Potency, µM (highest dose often 77.5 µM), without a hit: at the top dose activity change, negative = displacement, usual class: inhibitors. Ferritin light chain (Equus caballus), P02791. 0.074% of 350,000 active. apoferritin/1-aminoanthracene competitive binding, fluorescence; also: potency is read from the fitted curve at half-maximal effect; % is scaled to controls: 0 for no effect and ±100 for the full control effect; nearly all actives have a fitted effect of over 20% in size
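Apoferritin-based anesthetic binding model; compound displacement of fluorescent 1-AMA measured as endpoint fluorescence after 10 minutes at room temperature, scaled to free-ligand and complex controls.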
POLH inh: qHTS for Inhibitors of Polymerase Eta. DNA polymerase eta (Homo sapiens), Q9Y253. recombinant Pol eta, fluorescent DNA replication assay. Potency, µM (top dose mostly 114 µM), for inactives: top-dose activity change, negative = inhibition, actives largely listed as inhibitors. 1.2% of 390,000 active; also: potency is read from the fitted curve at half-maximal effect; % is scaled to controls: 0 for no effect and ±100 for the full control effect
Target sequence (Q9Y253 whole entry, looked up): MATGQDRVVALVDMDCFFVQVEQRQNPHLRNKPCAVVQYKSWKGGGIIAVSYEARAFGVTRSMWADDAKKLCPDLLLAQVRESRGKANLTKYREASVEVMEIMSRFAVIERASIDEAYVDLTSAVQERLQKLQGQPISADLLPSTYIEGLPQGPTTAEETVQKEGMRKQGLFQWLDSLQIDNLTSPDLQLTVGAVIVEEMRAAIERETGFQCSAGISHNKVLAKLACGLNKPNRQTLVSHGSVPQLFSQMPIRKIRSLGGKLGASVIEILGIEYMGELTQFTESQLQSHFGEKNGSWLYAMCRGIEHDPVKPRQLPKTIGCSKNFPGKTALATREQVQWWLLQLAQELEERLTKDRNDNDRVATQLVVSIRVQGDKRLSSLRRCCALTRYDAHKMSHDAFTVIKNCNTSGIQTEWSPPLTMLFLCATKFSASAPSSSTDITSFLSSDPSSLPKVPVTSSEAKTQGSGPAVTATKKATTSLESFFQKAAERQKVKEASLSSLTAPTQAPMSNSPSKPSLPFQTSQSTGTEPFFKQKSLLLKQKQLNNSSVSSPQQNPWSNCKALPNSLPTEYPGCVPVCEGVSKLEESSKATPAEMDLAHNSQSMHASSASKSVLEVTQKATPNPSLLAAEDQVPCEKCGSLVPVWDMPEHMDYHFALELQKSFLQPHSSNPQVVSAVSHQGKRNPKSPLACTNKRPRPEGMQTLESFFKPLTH
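Fluorescent replication assay: 50 nM final substrate added after a 15 min room-temperature compound preincubation with 10 nM enzyme. Signal taken at 0 min and again at 10 min.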
Tb PGK inh: qHTS Assay to Find Inhibitors of Phosphoglycerate Kinase. Phosphoglycerate kinase, glycosomal (Trypanosoma brucei brucei), P07378. PGK/GAPDH coupled, Kinase-Glo luminescence, 60 min. Potency, µM (series often up to 57.5 µM), for inactives: at the highest dose activity change, negative = inhibition, actives largely listed as inhibitors. 0.043% of 380,000 active. AID 602233, 2012; also: potency is read from the fitted curve at half-maximal effect; % is scaled to controls: 0 for no effect and ±100 for the full control effect; nearly all actives have a fitted effect of over 60% in size
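Recombinant glycosomal PGK reaction used 1,3-bisphosphoglycerate generated in-well by GAPDH (100nM final) in 100mM TEA pH 7.6, 5mM MgCl2, 0.01% Tween-20. After 60 minutes at room temperature, ATP was read by Kinase-Glo Plus luminescence end-point.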
Pol kappa inh: qHTS for Inhibitors of Polymerase Kappa. Potency, µM (highest dose often 107 µM), inactives show at the highest dose activity, negative = inhibition, usual class: inhibitors. 0.53% of 400,000 active. DNA polymerase kappa (Homo sapiens), Q9UBT6. purified Pol kappa, fluorescent DNA synthesis assay, 10 min; also: potency is read from the fitted curve at half-maximal effect; % is scaled to controls: 0 for no effect and ±100 for the full control effect
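Here, compound and 10 nM enzyme are combined for 15 min at room temperature; adding 50 nM substrate (final) starts DNA synthesis, tracked by fluorescence at 0 and 10 min against buffer-only wells.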
Pol beta inh: qHTS Assay for Inhibitors of DNA Polymerase Beta. 1.3% of 340,000 active. P06746. Pol beta primer extension/strand displacement, fluorescence kinetic. AID 485314, 2010. Potency, µM (doses to about 114 µM), for the others: top-dose activity change, negative = inhibition, most hits filed as inhibitors; also: potency is read from the fitted curve at half-maximal effect; % is scaled to controls: 0 for no effect and ±100 for the full control effect
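Pol beta (10 nM) was preincubated with compound for 15 min at room temperature. The reaction was then started with 50 nM substrate and read immediately and after a further 10 min at room temperature.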
* hit, by the source's call; i = inactive; ? = inconclusive; . = no result given; [ ] = remark or other dose. Unless noted, calls follow the shape of the dose curve; as a rule, active = well fitted curve in the direction sought with a large enough effect; inconclusive = small, poorly fitted or top-dose-only effect, or another doubt; inactive = no such curve, though single readings can be large; an effect the other way counts as inactive or inconclusive. This is a subset; count on the stated rates, not on these rows.

BLM helicase inh	RXFP1 antag	Pol iota inh	APE1 inh	Anesthetic bind	POLH inh	Tb PGK inh	Pol kappa inh	Pol beta inh	molecule
-2%	2	15%	23%	-14%	-3%	-1%	3%	0%	Cc1ccc(C(=O)N2CCN(c3cccc(C)c3C)CC2)o1
-2%	9	13%	-1%	-11%	-14%	-2%	2%	7%	CCCn1c(=O)c2ccccc2n2c(SCC(=O)Nc3cc(C)on3)nnc12
.	13	80%[activator]	9%	.	0%	14%	-5%	.	Cc1cc(C)cc(NC(=O)CSc2nc(=O)n(CCCN3CCOCC3)c3c2CCCC3)c1
-5%	7	30%	-2%	-15%	-18%	-8%	5%	25%	COc1cc(NC(=S)N2CCc3ccccc3C2)cc(OC)c1
-3%	2	-3%	-11%	-3%	-5%	i	15%	1%	Cc1ccc(NC(=O)c2cc3ccccc3o2)cc1
-12%	-16	-7%	-8%	-9%	-17%	-2%	-5%	11%	CSc1ccccc1NC(=O)COc1ccccc1Cl
.	8	?	13%	.	-15%	4%	-6%	.	Nc1sc2c(c1C(=O)NC1CC1)CCCC2
-16%	-11	5%	-4%	?	-14%	-8%	-16%	1%	O=C(Nc1ccc(Oc2ccc3ccccc3c2)cc1)c1ccco1
1%	6	26%	2%	-7%	-14%	-8%	11%	10%	Cc1nn(Cc2ccc(C(=O)N3CCCC3)o2)c(C)c1[N+](=O)[O-]
-6%	0	11%	40%	-10%	-1%	1%	7%	58%	O=C1C(=O)N(Cc2cccnc2)C(c2ccc(Br)cc2)/C1=C(\O)c1ccc2c(c1)OCCO2 (stereo not given)
0%	0	11%	0%	-6%	0%	7%	-12%	19%	COC1(OC)N=C(N)C2(C#N)C(c3ccc4c(c3)OCO4)C12C#N (stereo not given)
1%	0	1%	0%	?	-9%	-3%	-12%	-7%	Cc1ccc2nc(SCc3nnc(-c4cccs4)o3)[nH]c2c1
-1%	-1	30%	-10%	-10%	1%	-9%	7%	40%	CCN1CCN(CCCN(Cc2cccs2)C(=S)Nc2ccccc2C)CC1
-1%	5	149%[activator]	34%	-3%	-16%	i	0%	20%	CN1CCN(C(=O)/C(=C/c2ccccc2Cl)NC(=O)c2ccccc2)CC1
-5%	-4	34%[activator]	0%	-8%	-5%	i	2%	-15%	COc1ccc(CC(=S)NCCc2ccccc2)cc1
0%	.	3%	.	2%	-9%	-5%	-8%	2%	Cc1ccc(-n2nc(-c3ccccc3)c3cnc4cc5c(cc4c32)OCO5)cc1C
-15%	-24	15%	16%	-13%	-9%	.	-5%	5%	CCN1C(=O)c2cccc3c(NC(=O)C4CCCCC4)ccc1c23
-6%	-10	123%[activator]	8%	-8%	-24%	5%	2%	-12%	CS(=O)(=O)N1CCC(C(=O)N2CCN(c3ccc(F)cc3)CC2)CC1
-5%	0	20%	4%	2%	12%	.	-7%	-10%	CC1CN(S(=O)(=O)c2cccc3nsnc23)CC(C)O1 (stereo not given)
1%	2	14%	-3%	-8%	-14%	-8%	-9%	-18%	CCCCOc1ccc(NC(=O)c2cnc(C)cn2)cc1
-5%	.	21%	?	-17%	-16%	i	0%	-17%	O=C(NCCCCc1ccccc1)C1CC(c2cccc(F)c2)=NO1 (stereo not given)
-4%	4	-10%	.	-5%	6%	4%	-6%[60.1 µM]	-6%	Cc1cccc(CSc2nc3cc(C(=O)NC4CCCC4)ccc3c(=O)n2Cc2ccccc2)c1
-3%	0	15%	2%	0%	-24%	-7%	0%	25%	COc1cccc(CN(C)C(=O)c2ccccc2Sc2ccccc2C#N)c1OC
-2%	2	-11%	-4%	-5%	-20%	-7%	4%	18%	O=C(O)Cn1c(-c2ccccc2)nc2ccccc21
-4%	8	38%[activator]	1%	-22%	-5%	0%	-11%	-16%	CCC(C)(C)NC(=O)CN(C(=O)CCC(=O)Nc1ccccn1)c1ccc(F)c(Cl)c1

The results go on:
BLM helicase inh	RXFP1 antag	Pol iota inh	APE1 inh	Anesthetic bind	POLH inh	Tb PGK inh	Pol kappa inh	Pol beta inh	molecule
-5%	4	-15%	.	-4%	-17%	-9%	-11%	9%	O=C(Nc1ccc(Br)c(Cl)c1)c1ccc(C(=O)Nc2ccc(Br)c(Cl)c2)cc1
-2%	10	?	-21%	7%	?	-9%	-20%	21%	O=Cc1ccc(-c2ccc(C(=O)O)cc2)o1
-7%	10	-15%	.	66%[activator]	?	0%	-4%	35µM*	Cc1ncc(CO)c2c1Oc1nc(-c3ccccc3)nc(SCC(=O)Nc3cccc(C(F)(F)F)c3)c1C2
-2%	-15	-11%	.	11%	1%	-1%	-14%[60.1 µM]	-7%	CCOC(=O)c1[nH]c(C)c(CCC(=O)Nc2ccccc2OCC)c1C
-10%	-1	-2%	.	6%	-11%	-5%	4%	-11%	CCOC(=O)c1[nH]c2ccccc2c1NC(=O)c1ccccc1OCC
-7%	1	-6%	7%	-22%	-3%	-1%	-19%	3%	Nc1ccc(C(=O)OCC(=O)Nc2ccc3c(c2)OCO3)cc1[N+](=O)[O-]
?	-7	16µM*	?	-7%	32µM*	-21%	50µM*	20µM*	CCc1nc2sc3ccccc3c(=O)c2c(=O)n1Cc1ccco1
-2%	-1	15%	-1%	-7%	0%	-8%	-8%	2%	O=S(=O)(N1CCCCC1)N1CCN(CC(O)COc2ccc3cc(Br)ccc3c2)CC1 (stereo not given)
-13%	-15	?	-6%	-15%	11%	-8%	8%[60.1 µM]	-8%	Cc1ccc(C(=O)Oc2cc(N)n(S(=O)(=O)c3ccc(C)cc3)n2)cc1
2%	-5	143%[activator]	-1%	-5%	0%	5%	-2%	12%	CCOc1ccc(NC(=O)/C=C/c2ccc(OC)cc2)c([N+](=O)[O-])c1
.	-28	1%	8%	.	-20%	-6%	-11%	.	O=S(=O)(NCCC1=CCCCC1)c1ccc(OC(F)(F)F)cc1
-2%	-11	-5%	13%	-14%	-2%	0%	-12%	10%	COc1ccc(-n2nc(C(=O)NCC(=O)NCc3ccco3)c3ccccc3c2=O)c(OC)c1
.	5	29%	-5%	.	-6%	8%	-9%	.	Cn1c(=O)c(C(=O)N2CCc3ccccc32)cc2cccnc21
-4%	11	12%	13%	-4%	-7%	-10%	2%	25%	C=CCOc1c(CNc2cccc(C(=O)O)c2)cccc1OCC
-4%	-8	21%	-4%	-12%	-15%	-14%	1%	25%	CSc1nc2ccccc2cc1/C=C(\C#N)c1ccccc1
-9%	-20	6%	.	8%	-18%	i	-12%	2%	O=C(Cn1cc(SCc2ccccc2)c2ccccc21)N1CCCCCC1
0%	12	27%	.	7%	-10%	-2%	-3%	9%	COc1ccc(CSc2nc3ncccc3[nH]2)cc1
-3%	-31	4%	1%	-2%	-7%	i	7%	0%	COc1ccc(N2CCCn3c2nc2c3c(=O)n(CCN3CCOCC3)c(=O)n2C)cc1
-3%	?	47%[activator]	14%	-7%	-18%	5%	-2%	12%	O=C(NCc1ccc(F)cc1)C1CCN(S(=O)(=O)c2cccc3nonc23)CC1
-4%	.	26%	.	0%	-14%	-3%	3%	3%	Cc1ccc(Cn2c(=O)n(CCCC(=O)NCc3ccccc3Cl)c(=O)c3ccccc32)cc1
3%	-12	-18%	6%	-20%	-18%	-8%	4%	1%	CCC(=O)c1ccc(OCC(O)CNCCc2ccc(Cl)cc2)cc1 (stereo not given)
-9%	-12	-16%	3%	-20%	-8%	8%[11.5 µM]	-10%	2%	O=C1CC(N2CCC(Cc3ccccc3)CC2)C(=O)N1CCc1ccccc1 (stereo not given)
.	.	15%	-8%	.	-13%	2%	-6%	.	CC(C)(C)OC(=O)C[C@@H]1C/C=C\C[C@H](CC(=O)N(CCO)Cc2ccccc2)C(=O)N2CCC[C@H]2COC1=O
-7%	-4	20%	.	41%[activator]	.	.	-7%[60.1 µM]	32%[activator]	COc1ccccc1CNC(=O)c1cnc(N(C)C)nc1
-5%	-80*	4%	12%	-2%	?	8%	-12%	16%	CC1=CSC2=NC(=O)/C(=C/c3cccc(OC(=O)c4ccco4)c3)C(=N)N12

Sorted by SMILES length (falling): three of the compounds above
BLM helicase inh	RXFP1 antag	Pol iota inh	APE1 inh	Anesthetic bind	POLH inh	Tb PGK inh	Pol kappa inh	Pol beta inh	molecule
-5%	-80*	4%	12%	-2%	?	8%	-12%	16%	CC1=CSC2=NC(=O)/C(=C/c3cccc(OC(=O)c4ccco4)c3)C(=N)N12
-10%	-1	-2%	.	6%	-11%	-5%	4%	-11%	CCOC(=O)c1[nH]c2ccccc2c1NC(=O)c1ccccc1OCC
?	-7	16µM*	?	-7%	32µM*	-21%	50µM*	20µM*	CCc1nc2sc3ccccc3c(=O)c2c(=O)n1Cc1ccco1

(further entries)
BLM helicase inh	RXFP1 antag	Pol iota inh	APE1 inh	Anesthetic bind	POLH inh	Tb PGK inh	Pol kappa inh	Pol beta inh	molecule
-4%	-7	32%[activator]	8%	-7%	-15%	i	-1%	1%	CC(C)(C)NC(=O)C(c1cccs1)N(Cc1cccs1)C(=O)c1ccc(CN2CCOCC2)o1 (stereo not given)
-1%	-9	43%[activator]	0%	-4%	-12%	-12%	4%	0%	COc1cccc(C(=O)Nc2ccc(C(F)(F)F)n(C)c2=O)c1
2%	-12	36%[activator]	-11%	26%	-1%	-9%	-2%	53%	CCOc1ccccc1N1CC(C(=O)N2CCOCC2)CC1=O (stereo not given)
-11%	-4	-27%	-10%	-24%	-15%	2%	-6%	-16%	O=C(COC(=O)CNC(=O)c1ccccc1F)Nc1cccc(S(=O)(=O)N2CCCCCC2)c1
.	-6	32%[activator]	40%	.	-17%	4%	-2%	.	Cc1ccc(C(=O)OCC(=O)NCc2ccco2)cc1C
